Screens (PubChem)
GlmU inhibition: inhibition of mycobacterial GlmU enzyme – biochemical, glucosamine-1-phosphate acetyltransferase (AID 1376); inhibition, %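 (tested at 30 µM in the primary screen)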, or IC50 in µM where a hit was titrated; hit rate 0.25% among 220,000; M. tuberculosis GlmU acetyltransferase enzyme assay; higher % means a stronger effect; in the data active = inhibition above about 13%;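 also: 0% = complete reaction with vehicle and 100% = reaction without substrate; strong numbers were not always called active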
RmlCD inh 1536: M. tuberculosis RmlC/RmlD coupled enzyme inhibitors, primary screen, biochemical, compound mixtures, 384-well, from 1536-well plates; dTDP-4-dehydrorhamnose reductase (Mycobacterium tuberculosis (strain ATCC 25618 / H37Rv)) …; hit rate 0.03% among 160,000; RmlC+RmlD coupled enzyme assay, percent inhibition; primary screen in compound mixtures; inhibition, % at 3.6 µM; in the data active = inhibition mostly above about 34%, no sharp cut-off; also: some results filed as inactive read as strong as hits
Target sequence (P9WH09 whole entry, looked up): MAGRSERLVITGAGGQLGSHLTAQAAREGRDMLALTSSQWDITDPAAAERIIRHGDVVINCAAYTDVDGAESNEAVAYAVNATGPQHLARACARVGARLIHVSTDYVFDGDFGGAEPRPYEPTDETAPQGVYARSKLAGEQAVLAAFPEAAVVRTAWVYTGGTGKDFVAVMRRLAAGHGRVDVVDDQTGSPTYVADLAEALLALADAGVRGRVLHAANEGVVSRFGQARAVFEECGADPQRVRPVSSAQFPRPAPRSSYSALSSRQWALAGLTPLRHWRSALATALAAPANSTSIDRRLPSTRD
Target sequence (P9WH11 whole entry, looked up): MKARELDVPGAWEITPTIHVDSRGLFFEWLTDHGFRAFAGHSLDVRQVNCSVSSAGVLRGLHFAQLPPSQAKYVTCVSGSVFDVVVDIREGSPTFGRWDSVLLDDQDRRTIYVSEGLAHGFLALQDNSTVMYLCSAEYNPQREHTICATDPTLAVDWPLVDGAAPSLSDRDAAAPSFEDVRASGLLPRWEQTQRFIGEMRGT
Numbers without * were called inactive; nt = not tested or not shown.

SMILES | GlmU inhibition | RmlCD inh 1536
CC(O)[C@H]1CNC(=O)C(=O)N1CCc1cc(C(F)(F)F)cc(C(F)(F)F)c1 (some centres undefined) | -2.2% | nt
COc1cccc(C(=O)OCCN2CCOCC2)c1 | -6.9% | 7.8
CCN(CC)CCOC(=O)c1ccc(N/C=C(/C#N)c2nc(-c3ccc(OC)cc3)cs2)cc1 | -12.3% | -12.0
N/C(=N\OC(=O)c1ccccc1Cl)c1ccccc1 | -1.7% | 6.8
Cn1nc([N+](=O)[O-])nc1Oc1ccccc1C(=O)N1CCOCC1 | 0.0% | -13.6
COc1ccccc1-n1c(O)c(C=NCCCn2ccnc2)c(=O)[nH]c1=O | -0.4% | nt
O=C(NCc1ccc2c(c1)OCO2)c1ccc2c(=O)n(C3CCCC3)c(=O)[nH]c2c1 | 5.2% | 5.4
COCCNC(=O)CN1CCN(C(c2ccccc2)c2ccccc2)CC1 | 1.5% | 6.0
COc1cccc(C2=CC(c3ccc(C)cc3)n3ncnc3N2)c1 (centres undefined) | 2.5% | 13.0
COc1ccc(CNC(=O)CN(Cc2ccccc2)C(=O)c2csnn2)cc1 | -4.6% | -7.7

Record cards, from the list above. Order of screens: GlmU inhibition	RmlCD inh 1536
`COc1ccc(CNC(=O)CN(Cc2ccccc2)C(=O)c2csnn2)cc1` as listed: -4.6%	-7.7
`CCN(CC)CCOC(=O)c1ccc(N/C=C(/C#N)c2nc(-c3ccc(OC)cc3)cs2)cc1` as listed: -12.3%	-12.0
`COc1ccccc1-n1c(O)c(C=NCCCn2ccnc2)c(=O)[nH]c1=O` as listed: -0.4%	nt

New compounds follow
SMILES | GlmU inhibition | RmlCD inh 1536
O=c1[nH]cc(COCC(F)CCl)c(=O)[nH]1 (centres undefined) | -5.4% | 7.2
COc1cc(NC(=O)C2=C(N3CCOCC3)/C(=C\c3ccc(Cl)cc3Cl)CC2)cc(OC)c1OC | 0.4% | 7.0
CC(=O)NCc1cc(-c2ccc(Cl)cc2)no1 | 6.0% | 2.6
Cc1c(Cl)cccc1N1C(=O)CC(NNC(=O)c2cccs2)C1=O (centres undefined) | -1.1% | 10.2
COc1cccc(N2C(=O)CC(=O)NC2=O)c1 | 2.4% | -6.2
COc1cccc(-n2c(O)c(C=NCCN3CCOCC3)c(=O)[nH]c2=O)c1 | 0.0% | -11.4
Cc1ccc(S(=O)(=O)Nc2cc(C)c(O)c(S(=O)(=O)c3ccc(C)cc3)c2)cc1 | 5.9% | -1.5
CCCOc1ccc(N2CC(C(=O)Nc3ccccc3C(=O)NCc3ccco3)CC2=O)cc1 (centres undefined) | 7.8% | 7.7
Cn1c(=O)n(C)c2cc([N+](=O)[O-])c(N3CCN(CCO)CC3)cc21 | -7.2% | nt
COc1ccc(OCC(=O)N/N=C/c2ccncc2)cc1 | 0.5% | 4.4
O=C(O)C1SCCN1S(=O)(=O)c1ccc2ccccc2c1 (centres undefined) | -0.6% | 5.2
CN(C)c1ccc(C2CNC(c3ccc(Cl)c([N+](=O)[O-])c3)c3[nH]c4ccccc4c32)cc1 (centres undefined) | -6.6% | -9.7
CNC(=O)c1sc(=S)n(-c2ccc(OC)cc2)c1N | 3.3% | nt
COc1cc(C(O)c2nc3ccccc3s2)cc(OC)c1OC (centres undefined) | 3.6% | 6.4
COc1ccc(Cn2nnnc2C(c2ccccc2Cl)N2CCN(C)CC2)cc1 (centres undefined) | 1.2% | -6.8
Cc1ccc(OCC(=O)NNC(=O)CCC(=O)NCc2ccccc2)cc1 | 2.2% | 17.4
O=C(O)C1=C[C@@H](C2CCCCC2)C[C@@H](OCc2ccc(CO)cc2)O1 | 4.9% | nt
O=C1CSC2N1CCNC21CCCCC1 (centres undefined) | 0.0% | -3.4
COc1cc(/C(C)=N/NC(=O)C(O)(c2ccccc2)c2ccccc2)ccc1O | -0.6% | -11.3
O=C(COC(=O)C1=COCCO1)Nc1ccccc1 | 0.5% | -1.3

Four compounds out of the list, ordered by formula weight, lowest first:
SMILES | GlmU inhibition | RmlCD inh 1536
O=C(COC(=O)C1=COCCO1)Nc1ccccc1 | 0.5% | -1.3
O=C(O)C1SCCN1S(=O)(=O)c1ccc2ccccc2c1 (centres undefined) | -0.6% | 5.2
Cc1ccc(OCC(=O)NNC(=O)CCC(=O)NCc2ccccc2)cc1 | 2.2% | 17.4
COc1ccc(Cn2nnnc2C(c2ccccc2Cl)N2CCN(C)CC2)cc1 (centres undefined) | 1.2% | -6.8

Next part:
SMILES | GlmU inhibition | RmlCD inh 1536
O=C(COc1ccc2ccccc2c1)N1CCN(CC2CC3C=CC2C3)CC1 (centres undefined) | -3.3% | -6.4
CCCCCCNC1=NCCS1 | -0.7% | 4.2
CCN(Cc1cc2ccc(C)cc2[nH]c1=O)C(=O)c1ccncc1 | -1.9% | nt
COCCN1C=C2C(=O)C(C)(OC(=O)CCC(=O)OC)C(=O)C(Br)=C2C=C1c1ccc(OC)cc1 (centres undefined) | 0.4% | nt
CS(=O)(=O)NCCCc1ccccc1 | -1.2% | -8.0
CCOCCCn1c(C)nc2c(c1=O)c1nc3ccccc3nc1n2-c1ccc2c(c1)OCCO2 | 1.6% | -5.4
Cc1ccc(-c2cc(=O)c3cc(F)ccc3[nH]2)cc1 | 0.1% | nt
COc1ccc(C(=O)/C=C/c2ccc(OC)c(Cn3nnc4ccccc43)c2)cc1 | 4.4% | -6.1
CC1CCCC(C)N1CCNC(=O)Cn1nc(-c2ccccc2)ccc1=O (centres undefined) | -0.4% | nt
COc1cccc(C(CC(=O)NCC2CCCO2)NS(=O)(=O)c2ccc(C)cc2)c1OC (centres undefined) | 7.9% | 2.0
O=C(Cc1cccs1)Nc1ccc2c(c1)C(=O)OC2 | 0.9% | 12.6
Cn1c(=O)c2c(nc(Sc3ncccn3)n2Cc2ccccc2Cl)n(C)c1=O | 2.3% | nt
O=C(NNC(=O)C1CCN(S(=O)(=O)c2cccc(C(F)(F)F)c2)CC1)C1CC1 | 0.6% | nt
COc1ccc(CCNC(=O)CO/N=C/c2cc3c(cc2Br)OCO3)cc1OC | 3.8% | -12.7
CC1CCCCC1NC(=O)CN1C(=O)c2cccc(N)c2C1=O (centres undefined) | -0.4% | 65.6
CCN(CC)CCOC(=O)c1ccc(Cl)cc1Cl | -3.7% | 5.4
Cc1ccc(-c2csc(NC(=O)CSc3nc4ccccc4[nH]3)n2)cc1 | -0.8% | nt
COc1ccc(NS(=O)(=O)c2ccc3c(c2)oc(=O)n3C)c(OC)c1 | 3.9% | nt
COc1ccc(N/C=C/C(=O)c2ccc(OC)c(OC)c2)cc1 | -0.3% | 0.7
CCc1ccc(OCC(=O)N(C)C2CCS(=O)(=O)C2)cc1 (centres undefined) | 4.9% | nt
C=CCN1C(=O)C(C(C)CC)NC1=S (centres undefined) | 3.7% | 6.1
Cn1cc(C(=O)N2CCC3(CC2)OCCO3)c2c3ccccc3n(C)c2c1=O | 3.6% | 12.1
CCCCOc1nc2ccccc2c(=O)n1-c1ccccc1 | -5.1% | -8.3
CCN(CCn1cccn1)C(=O)CCc1nnc(C2(c3ccc(Cl)cc3)CCC2)o1 | 4.6% | -7.7
Cc1c(C(=O)NCc2ccco2)sc2nc(-c3ccccc3)cn12 | -9.2% | -6.2
O=C(CN1CCOCC1)N/N=C/c1ccco1 | -2.6% | 29.8
COc1ccc2c(c1)C(C)=CC(C)(C)N2S(=O)(=O)c1ccc(Br)cc1 | 0.5% | 3.2
COc1ccccc1C(=O)NCCc1c(C)[nH]c2c(C)ccc(F)c12 | -2.4% | nt
COC(=O)C1=C(C)NC2=C(C(=O)CCC2)C1c1coc2ccccc2c1=O (centres undefined) | -5.6% | nt
CCOc1ccc2nc(/N=C/c3c(C)[nH]n(-c4ccc(C)cc4)c3=O)sc2c1 | -0.5% | nt

Looked up by structure from the entries so far (3):
SMILES | GlmU inhibition | RmlCD inh 1536
CCOc1ccc2nc(/N=C/c3c(C)[nH]n(-c4ccc(C)cc4)c3=O)sc2c1 | -0.5% | nt
C=CCN1C(=O)C(C(C)CC)NC1=S (centres undefined) | 3.7% | 6.1
Cn1cc(C(=O)N2CCC3(CC2)OCCO3)c2c3ccccc3n(C)c2c1=O | 3.6% | 12.1

The list goes on.
SMILES | GlmU inhibition | RmlCD inh 1536
COCCNC(=O)/C(C#N)=C/c1ccc(O)c([N+](=O)[O-])c1 | 2.6% | nt
CN1CCN(C(=O)/C=C/c2cn(-c3ccccc3)nc2-c2ccc3c(c2)OCCO3)CC1 | -3.1% | -11.0
O=C(CNC1CCCCC1)N1CCc2ccccc2C1 | 6.0% | 4.6
CN(C)c1ccc(S(=O)(=O)NCC(=O)OCC(=O)Nc2cc(Cl)cc(Cl)c2)cc1[N+](=O)[O-] | -1.8% | -7.1
CC(C)Nc1nc(NC(C)C)nc(N(C)C#N)n1 | -1.5% | 7.8
Cc1cc(C)c(C#N)c(SCC(=O)C2CC2)n1 | -4.1% | nt
O=c1c2cccnc2nc2n1CCCCC2 | -9.9% | 4.3
O=C(NCC(O)CN1CCOCC1)c1ccc([N+](=O)[O-])cc1 (centres undefined) | 7.4% | -6.6
CCOC(=O)CN1CC23C=CC(O2)C(C(=O)Nc2ccc4c(c2)OCO4)C3C1=O (centres undefined) | 3.7% | 9.8
CCOC(=O)Cc1ccc(NCc2ccc(Cl)cc2)cc1 | -2.6% | -3.1
COc1cccc(N2CC(O)Cn3c2nc2c3c(=O)n(CCCc3ccccc3)c(=O)n2C)c1 (centres undefined) | 3.0% | 8.1
COc1ccccc1NC(=O)CN(c1ccc(C)cc1)S(=O)(=O)c1c(C)n[nH]c1C | -0.7% | 1.1
CCCCOc1ccc(C(=O)N/C(=C\c2ccc([N+](=O)[O-])cc2)C(=O)OCc2ccco2)cc1 | 0.1% | 55.4
Cc1cc(N2CCC(C(N)=O)CC2)nc(-c2ccccc2)n1 | -4.2% | nt
C=CCn1c(SCC(=O)N2CCOCC2)nc2sc3c(c2c1=O)CCCC3 | 4.2% | 4.1
COc1cccc2cc(C(=O)C3=C(O)C(=O)N(CCN(C)C)C3c3ccc(F)cc3)oc12 (centres undefined) | 0.4% | nt
O=c1[nH]c2ccc(S(=O)(=O)N3CCN(c4ccccc4)CC3)cc2[nH]c1=O | 8.9% | -14.4
COc1cccc2c1C(=O)c1c(O)c3c(c(O)c1C2=O)C[C@@](O)(C(=O)CO)C[C@@H]3O[C@H]1C[C@H](N)[C@@H](O)[C@H](C)O1 | -6.8% | nt
Cc1cc(=O)oc2cc(OC(=O)c3ccccc3)ccc12 | 2.5% | -16.9
O=C1/C(=C/c2cccnc2)SC(=S)N1C1CCS(=O)(=O)C1 (centres undefined) | 0.9% | nt
CC(C)(CO)NC(=O)CCCOc1ccc(Cl)cc1Cl | 10.9% | -4.9
CCCC(=O)NC(Nc1c(C)n(C)n(-c2ccccc2)c1=O)C(Cl)(Cl)Cl (centres undefined) | -0.9% | -9.2
O=C(CSc1nnc(-c2ccccc2)o1)c1ccc2c(c1)OCCO2 | 0.8% | -60.2
CC(=O)c1ccc(OCc2ccc(Oc3c(Cl)cccc3[N+](=O)[O-])cc2)cc1 | 0.9% | nt
c1ccc2c(c1)Sc1ccccc1-n1cnnc1-2 | 1.8% | nt
CCN1C(=O)/C(=C2\SC(=S)N(CC3CCCO3)C2=O)c2ccccc21 (centres undefined) | 9.2% | nt
COc1ccccc1N1CCN(Cc2cc(C)c(C)cc2O)CC1 | nt | 13.4
Cc1ccsc1/C=N/n1c(C2CCCCC2)n[nH]c1=S | 5.9% | 29.7
O=C(c1ccco1)N1c2ccccc2Sc2ccccc21 | -6.0% | 5.8
Cc1nc(-c2ccccc2)sc1C1(C)CC(c2ccc(OC(F)(F)F)cc2)=NO1 (centres undefined) | 3.2% | nt
Nc1nnn(CC(=O)N/N=C/c2cccc(Cl)c2)n1 | -0.6% | -3.3
O=[N+]([O-])c1cccnc1NCCNc1ncc(C(F)(F)F)cc1Cl | -2.1% | nt
Cc1noc(C)c1S(=O)(=O)Nc1ccc(C(=O)NC2CCCCC2)cc1 | -3.2% | -4.8
CCOCc1nnc(NC(=O)c2ccc(OC)cc2)s1 | -0.3% | nt
COc1ccccc1-c1nnc(NC(=O)c2ccc3c(c2)OCO3)s1 | 6.6% | -11.5
COCCOC(=O)C1=C(C)N=C2SCCC(=O)N2C1c1cccc(Br)c1 (centres undefined) | -5.9% | 3.7
O=C(C(Cc1ccccc1)n1cccc1)N1CCN(c2ccccc2)CC1 (centres undefined) | -0.2% | -9.8
CCCCC(=O)NC(=S)Nc1cccc(NC(=O)c2ccccc2)c1 | -0.4% | 11.4
CC(C)OC(=O)C1CC=CCC1C(=O)Nc1ccc(Cl)cc1 (centres undefined) | 2.4% | 0.2
CC1CCN(C(=O)c2ccc3c(c2NCCO)C(=O)c2ccccc2C3=O)CC1 | -6.6% | nt
Cc1cccc(C(=O)O/N=C2\CCS(=O)(=O)c3sccc32)c1 | 1.7% | 8.9
C=CCNc1nc2c(c(=O)n(C)c(=O)n2C)n1CC | 12.4% | nt
O=C(CCCN1C(=O)c2ccccc2C1=O)Oc1ccc(Cl)cc1 | -4.0% | nt
O=c1/c(=C\c2cc([N+](=O)[O-])cc([N+](=O)[O-])c2O)sc2nc3ccccc3n12 | 33.8%* | 6.0
CCOC(=O)CN1C(=O)N[C@@H](c2ccccc2)C(C(C)=O)=C1C | 0.2% | nt
Cc1oc2c(CN3CCOCC3)c(O)ccc2c(=O)c1-c1ccc(Br)cc1 | 5.1% | 17.9
CC(NC(=O)C1(S(=O)(=O)c2ccc(Cl)cc2)CC1)c1ccccc1 (centres undefined) | -4.2% | -1.3
COCCn1c(SCC(=O)Nc2cc(C(C)(C)C)nn2-c2ccccc2)nnc1-c1ccncc1 | 6.3% | -6.8
O=C(CSc1nnnn1-c1ccc(F)cc1)Nc1ccc(N2CCOCC2)c(Cl)c1 | 0.1% | nt
Cc1nc(C)c(C(=O)Nc2ncc([N+](=O)[O-])s2)o1 | 3.5% | -5.7
N#CC1=C(N)SC(N)=C(C#N)C1c1c(Cl)cccc1Cl | 10.3% | 2.2

A portion of the library; the hit share may differ from the screen's.
